Assay outcomes deposited in PubChem BioAssay by several laboratories.
Yeast growth inh: growth inhibitors of yeast BB579 in restrictive medium, primary screen, yeast lifespan-shortening project, S. cerevisiae. OD615, 48 h. inhibition, % at 10 µM. 140,000 compounds, 0.51% hits. AID 804, 2007;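 active means inhibition above a set limit, 3 SD over the mean compound inhibition, cut at about 44% in these data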; further: inactives centre near -24
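System: Saccharomyces cerevisiae DeaD strain BB579, replicative lifespan model yeast. Buffer or medium: restrictive glucose-based CSMM-D medium. Doses: one dose, 10 µM compound with 0.25% DMSO. Timing: 4 h preincubation and 48 h exposure at 30 °C. Detection: turbidity as optical density at 615 nm. Benchmarks: amphotericin B 10 µg/mL, positive.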
GALR2 antag: GALR2 antagonists in receptor-expressing cells, primary screen; Galanin receptor type 2 (Homo sapiens), O43603; antagonist mode; inhibition, % at 4 µM; 140,000 compounds, 0.39% hits; in the data active means inhibition above about 27%;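 further: cells stimulated with galanin 1-16 at roughly its EC80; 0% = agonist challenge control and 100% = basal control without agonist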
Target sequence (O43603 whole entry, looked up): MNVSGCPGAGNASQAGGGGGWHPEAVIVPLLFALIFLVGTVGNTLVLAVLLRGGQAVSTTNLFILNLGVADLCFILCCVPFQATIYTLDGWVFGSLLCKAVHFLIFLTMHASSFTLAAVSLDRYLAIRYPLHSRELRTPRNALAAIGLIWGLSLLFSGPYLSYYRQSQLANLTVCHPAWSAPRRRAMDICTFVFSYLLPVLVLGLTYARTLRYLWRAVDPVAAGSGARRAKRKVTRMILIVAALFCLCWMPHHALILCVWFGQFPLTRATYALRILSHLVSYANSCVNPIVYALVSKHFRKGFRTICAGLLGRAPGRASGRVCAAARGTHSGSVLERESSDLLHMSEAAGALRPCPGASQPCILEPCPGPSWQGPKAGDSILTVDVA
E-sel TNF inh: E-selectin induction blockers in HUVEC – imaging, immunofluorescence, high content, primary screen; inhibition, % at 2 µM; HUVEC TNFa-induced E-selectin immunofluorescence; 120,000 compounds, 0.71% hits; AID 1246, 2008;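 active means inhibition above the batch mean plus 3 SD, and confirmed as a hit on visual image review, cut at about 43% in these data; inconclusive means passes the inhibition cutoff but fails visual image review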;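 further: 0% = TNF-stimulated DMSO wells and 100% = unstimulated control wells; not every result past the cut was called active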
Measles CPE: compounds protecting cells from measles virus cytopathic effect, primary screen, measles RdRp inhibitor project, single point, MLSMR library, absorbance. 140,000 compounds, 1.5% hits. AID 841, 2007. Measles virus-infected cells, CPE protection. protection (pct of control), % at 4 µM; in the data active means protection mostly above about 24%, no sharp cut-off; inactive means mostly below about 26%; further: some compounds called inactive have numbers as strong as hits
NPY-Y2 antag: NPY-Y2 receptor antagonists, primary screen, cell-based; Neuropeptide Y receptor type 2 (Homo sapiens), P49146; NPY-Y2 expressing cells, antagonist mode; inhibition, % at 2.7 µM; 140,000 compounds, 0.99% hits; AID 793, 2007; in the data active means inhibition above about 17%;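 further: 0% = vehicle with agonist challenge and 100% = reference antagonist with challenge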
Target sequence (P49146 whole entry, looked up): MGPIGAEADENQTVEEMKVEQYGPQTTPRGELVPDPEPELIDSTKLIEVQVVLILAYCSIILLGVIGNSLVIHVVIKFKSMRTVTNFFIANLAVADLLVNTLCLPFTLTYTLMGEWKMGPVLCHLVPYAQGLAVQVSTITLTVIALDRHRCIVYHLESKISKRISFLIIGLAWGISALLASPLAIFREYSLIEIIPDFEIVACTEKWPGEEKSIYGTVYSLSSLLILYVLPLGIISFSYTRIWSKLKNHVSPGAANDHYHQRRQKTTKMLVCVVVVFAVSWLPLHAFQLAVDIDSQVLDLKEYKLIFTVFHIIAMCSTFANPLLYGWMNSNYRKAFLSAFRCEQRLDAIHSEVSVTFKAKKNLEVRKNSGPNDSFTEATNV
Yeast life ext: compounds extending yeast replicative lifespan, primary screen, S. cerevisiae, OD615 | S. cerevisiae growth with nicotinamide; deaD strain in restrictive glucose medium | inhibition of the nicotinamide effect, % at 10 µM | 130,000 compounds, 0.68% hits | AID 775, 2007;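 active means inhibition above a set limit, placed 3 SD over the median of all compounds, cut at about 26% in these data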;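 further: 0% = nicotinamide-treated wells and 100% = cells grown without nicotinamide; some compounds called inactive have numbers as strong as hits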
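Assay system: engineered S. cerevisiae DeaD replicative-lifespan strain, galactose-grown log-phase cells; Buffer or medium: CSMM-D glucose medium, restrictive; Probe or stimulus: nicotinamide 1.5 mM; Compound: single dose 10 µM compound, 0.25% DMSO; Schedule: 4 h preincubation then 48 h treatment at 30 °C; Technique: OD615 measurement.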
MRP-1 activ: H69AR viability gain despite doxorubicin, primary screen, MRP-1 activator project, H69AR cells, CellTiter-Glo; 140,000 compounds, 0.61% hits; viability rescue; viability increase, % at 10 µM;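 active means viability gain under doxorubicin at or above a set limit, the compound median plus 3 SD, cut at about 4.7% in these data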;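 further: MRP-1 overexpressing cells given doxorubicin 25 µM after compound pretreatment; 18-22 h compound pretreatment then 72 h with doxorubicin before readout; 0% = doxorubicin-only wells and 100% = vehicle-treated cells without doxorubicin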
PTEN del growth: growth suppression of PTEN-null HCT116, primary screen, cell-based, CellTiter-Glo | HCT116 PTEN-null viability, 60 h; hits give low values | viability, % at 10 µM | 140,000 compounds, 1.2% hits | AID 827, 2007;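 active means viability at or below a set limit, 4 SD under the median of all tested compounds, cut at about 3.7% in these data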;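 further: PTEN knockout HCT116 line with beta catenin targeted HCT116 as companion control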
HCT116 bCat-KO: primary screen for growth suppressors in beta-catenin knockout HCT116 cells (colon tumor, human). HCT116 beta-catenin knockout viability, CellTiter-Glo, 60 h; hits give low values. viability, % at 10 µM. 140,000 compounds, 1.5% hits. AID 818, 2007;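 active means viability at or under a set limit, the compound median less 4 SD, cut at about 6% in these data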;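 further: 0% = Hyamine 1622 control at 20 µM and 100% = untreated cell control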
Phagocytosis inh: inhibitors of macrophage phagocytosis, primary screen, imaging, J774A.1 cells, IgG beads; J774A.1 macrophage IgG-bead phagocytosis; inhibition, % at 5 µM; 110,000 compounds, 0.07% hits; AID 1029, 2008;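 active means inhibition above the mean of the plate negative controls plus 5 SD, cut at about 13% in these data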;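 further: phagocytic index as fraction of beads internalized from green versus red external bead signal; plate controls were DMSO negative control for no effect and cytochalasin-D positive control for full effect; some results beyond the cut were filed as inactive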
* marks the source's active call; other numbers are inactive results; ? = inconclusive; . = no result given.

SMILES	Yeast growth inh	GALR2 antag	E-sel TNF inh	Measles CPE	NPY-Y2 antag	Yeast life ext	MRP-1 activ	PTEN del growth	HCT116 bCat-KO	Phagocytosis inh
CC1CC1c1ccc(/C=C(\C#N)C(=O)Nc2cccc(Cl)c2Cl)o1 (stereo not given)	7	3	1	7	6	-8	1.2	107	98	-12
COc1cccc(OCCCn2cc(/C=C3/C(=N)N4C=C(C)SC4=NC3=O)c3ccccc32)c1	-26	24	.	7	2	-1	-0.1	53	66	.
CC(C)c1ccc(C(=O)NCc2ccc(Cl)cc2)cc1	-14	-10	.	15	4	0	0.2	97	82	.
Cn1c(N2CCN(C(=O)NC34CC5CC(CC(C5)C3)C4)CC2)nc2ccccc21	-44	-4	-11	4	1	.	1.5	102	98	.
Cc1ccc2c(c1)NC(=O)C(CC(=O)NCCCN1CCCCC1C)O2 (stereo not given)	43	8	3	23	-1	-7	-0.6	96	102	0
Cn1c(=O)n(CC(=O)NC2CCCCC2)c(=O)c2ccccc21	-63	5	-20	12	2	-4	0.8	115	98	3
O=C(O)CCCC(=O)Nc1ccc(C(=O)NCc2cccnc2)cc1	-78	-10	-22	8	2	-7	-1.1	98	93	0
COc1cc(/C=N/NC(=O)c2cccc([N+](=O)[O-])c2)ccc1OCc1ccccc1	-41	2	18	2	4	-16	-2.6	88	98	.
COc1ccc2nc(Nc3nc4cc5c(cc4s3)OCO5)sc2c1	-32	-6	-11	6	4	-1	-3.5	77	78	-6
CC1(C)Cc2ccccc2-c2nc(-c3ccccc3)oc(=O)c21	-37	-1	6	16	4	-20	1.6	107	93	-1
COC(=O)c1sc(NC(=O)COc2cccc(C)c2)nc1C	-5	-4	.	10	3	-9	2.6	90	100	-1
CCN(CC)CCNC(=O)c1ccc(NC(C)=O)cc1	18	2	-18	9	2	7	-1.2	103	98	.
CC(C)C(=O)Nc1cc(=O)[nH]c2ncnn12	-22	14	?	23	-1	-3	-0.5	103	95	0
CCCCc1cc(=O)oc2cc(C)cc(OCc3nn[nH]n3)c12	-7	-3	16	12	1	-7	-0.7	100	96	-1
O=C1CC(c2c(F)cccc2Cl)C2=C(COC2=O)N1 (stereo not given)	-55	-3	1	17	0	-2	-0.8	94	108	0
COc1cccc(CNn2cnnc2)c1OCc1ccc(F)cc1	-18	3	-4	18	0	-9	-1.3	89	93	-1
COc1ccccc1N1CCN(C(=O)C2CC=CCC2C(=O)O)CC1 (stereo not given)	-29	-3	0	0	2	-19	-1.8	96	111	-2
O=C(NCCc1ccccc1)c1ccc(Cl)nc1	-25	13	8	6	1	.	-3.0	104	98	.
CSc1ncc(Cl)c(C(=O)Nc2nnc(SC)s2)n1	-9	13	-6	15	-1	-12	9.1*	110	100	-1
O=C(NNC(=S)Nc1ccc(F)cc1)C1CC1c1ccc(Cl)cc1 (stereo not given)	-62	2	-19	7	4	-3	1.1	87	91	-2
COc1ccc2[nH]c(=O)c(CN(CCO)C(=O)NCc3ccccc3)cc2c1	-30	-6	7	5	6	-10	-2.9	84	88	0
c1ccc(-c2nnc(-c3ccccc3)c(-c3c[nH]c4ccccc34)n2)cc1	-91	6	1	3	-2	-2	-0.7	100	82	1
COc1cc(CN2CCN(c3ccccc3C)CC2)cc([N+](=O)[O-])c1O	-19	1	-10	10	3	-3	-3.2	92	95	-1
CCn1c2c(c3cc(Br)ccc31)CCC/C2=N\O	23	1	-10	6	-1	-2	-0.3	79	81	0
CCN(c1ccccc1)c1ncnc2c1cnn2-c1ccccc1	-43	-4	-10	49*	0	-7	2.8	79	76	0

Continuation.
SMILES	Yeast growth inh	GALR2 antag	E-sel TNF inh	Measles CPE	NPY-Y2 antag	Yeast life ext	MRP-1 activ	PTEN del growth	HCT116 bCat-KO	Phagocytosis inh
O=C1CCC(C(=O)OCc2ccccc2)N1 (stereo not given)	-20	-18	-2	13	1	-2	0.1	93	84	-1
Cc1noc(C)c1CSc1nc2cc(S(=O)(=O)N3CCOCC3)ccc2o1	-48	16	3	1	1	-7	-0.7	90	89	0
COc1cc(C)ccc1OCCOCCOc1cc(C)c(C)cc1Br	-43	1	.	18	6	-2	-2.5	73	82	.
Cc1ccc(S(=O)(=O)NCc2ccc(C(=O)N3CCc4ccccc4C3)cc2)cc1	4	-16	.	9	4	20	-3.6	89	92	-6
COc1cccc(CNCc2ccccn2)c1OC	-16	3	-18	8	2	-5	-3.0	100	99	-1
CC(c1ccccc1)n1cc(C(=O)NCCCn2ccnc2)nn1 (stereo not given)	-11	-9	-4	18	2	-4	-3.1	87	88	.
CC(C(=O)NCCC1=CCCCC1)N1C(=O)c2ccccc2C1=O (stereo not given)	-14	-5	2	15	1	0	-0.3	107	102	.
CC(C)C(C(=O)NCc1ccco1)N(C(=O)CNS(=O)(=O)c1ccc(Cl)cc1)C1CCCC1 (stereo not given)	-18	0	14	4	0	-18	-3.5	73	83	-3
O=C(NCc1cccnc1)c1cccc(Cl)c1	-23	0	.	6	2	-9	-3.0	104	99	-1
O=C(CS(=O)CC(=O)Nc1cccc2c1CCCC2)Nc1ccc(F)cc1 (stereo not given)	-29	-23	3	5	3	-4	-1.4	101	88	-1
Cc1ccccc1NC(=O)CN(C)S(=O)(=O)c1cccc2cccnc12	-9	-7	.	27	2	5	-1.4	79	76	0
O=C(Cn1cncn1)NCc1ccccc1Br	-30	-10	-21	17	-1	-7	-1.2	93	114	.
NC(=O)Nc1ccccc1C(=O)NCCc1ccccc1	-33	4	.	21	2	3	0.5	96	100	3
CC(=O)Nc1c(C(=O)O)oc2ccccc12	-38	12	16	11	-2	-2	-0.7	101	100	0
O=C(NCc1ccc2c(c1)OCO2)C1CC(=O)N(c2ccc(O)cc2)C1 (stereo not given)	-45	0	12	12	2	-5	-1.0	104	102	0
COc1ccc(N=C2SC(CC(=O)Nc3ccccc3)C(=O)N2CCc2ccccn2)cc1 (stereo not given)	-52	5	13	5	0	8	-1.5	87	86	2
S=C(Nc1ccc(Cl)cc1)N1CCN(C2CCCCC2)CC1	-48	4	-59	9	1	-4	-1.4	81	74	-2
CCN1C(=O)c2ccccc2S(=O)(=O)c2ccc(C(=O)N3CCOCC3)cc21	27	-11	16	3	4	-7	-2.3	77	98	-1
COC(=O)C(NS(=O)(=O)c1ccc(NC(C)=O)cc1)C(C)C (stereo not given)	-67	-7	3	7	0	-2	0.0	101	100	.
CC(NC(=O)CCCN1C(=O)c2ccccc2C1=O)c1ccc2c(c1)CCCC2 (stereo not given)	-21	3	-29	2	8	5	-0.7	102	97	2
NNc1nccc(Nc2ccccc2C(=O)O)n1	-17	-13	.	8	-1	-1	2.9	86	88	.
Cc1ccc(C(=O)/C=C/c2c[nH]c3ccccc23)cc1	-37	24	15	2	0	-28	-5.2	8	7	.
Cc1cc(C(=O)O)c2ccccc2n1	-29	-4	11	4	2	7	0.0	93	118	0
CN(c1cccc(NC(=O)CN(c2cccc(Cl)c2)S(=O)(=O)c2ccc(Cl)cc2)c1)S(C)(=O)=O	-32	-1	.	15	-1	4	-0.4	68	89	-9
O=C(NCC12CC3CC(CC(C3)C1)C2)c1nn2c(c1Cl)NC(c1ccco1)CC2C(F)(F)F (stereo not given)	-26	-8	.	13	0	-9	-0.3	73	92	0

Remaining list, next part:
SMILES	Yeast growth inh	GALR2 antag	E-sel TNF inh	Measles CPE	NPY-Y2 antag	Yeast life ext	MRP-1 activ	PTEN del growth	HCT116 bCat-KO	Phagocytosis inh
CNc1nnc(CSc2nc(C)cc(C)n2)s1	-28	-12	-21	4	5	-4	-1.0	101	99	1
Cc1ccc(NC(=S)NN(C)c2nc(C)cnc2C)cc1	-26	9	.	5	2	1	-1.7	93	91	-1
Cc1ccc([N+](=O)[O-])c(OCCN2CCCCCC2)c1	-25	12	.	35	3	3	-1.2	21	22	6
O=C(c1ccccc1)N1CCN(CC#Cc2ccccc2)CC1	-39	-5	21	13	2	-10	-1.3	94	100	0
CC1(C)Cc2c(sc3c2C(=O)N(c2ccccc2)C2=NCCCN23)CO1	-35	1	.	8	0	-8	-1.5	94	93	-1
CC1(C)CC(=O)c2cn3c(nc2C1)nc1ccccc13	3	4	.	6	2	-8	-2.5	91	87	1
CCCOc1ccc(-c2nc(C#N)c(N3CCc4ccccc4C3)o2)cc1	-35	-9	-2	5	1	-7	3.1	84	91	-1
COc1cc(NC(=O)CSc2nnc(-c3ccncc3)n2C2CCCCC2)ccc1NC(=O)c1ccco1	-55	9	-47	6	0	-13	-1.0	111	104	0
COc1ccc(C(=O)Nc2ccc(C)cc2C(=O)c2ccccc2)cc1	2	9	10	31	8	-1	0.1	91	84	-8
CCCCOC(=O)n1c(SCC(=O)N(CC)CC)nc2ccccc21	-1	-10	-15	3	9	-11	-0.8	109	112	0
CC1=C(C(=O)Nc2ccccc2)C(c2ccc(C)o2)n2c(s/c(=C\c3ccco3)c2=O)=N1 (stereo not given)	0	5	.	13	0	-4	-3.1	84	89	-1
Fc1cc2nccnc2cc1N1CCSCC1	9	6	-17	1	6	-12	-2.5	97	97	-1
CCC(=O)c1ccc(N2CCN(C(=O)COc3ccc(F)cc3)CC2)c(F)c1	-49	4	.	17	3	-31	-3.0	42	37	-4
COC(=O)c1ccc(-n2nnnc2SCC(=O)Nc2ccccc2C(=O)OC)cc1	-24	-4	-51	9	9	-9	-0.3	99	85	1
O=C(CN(c1ccccc1)S(=O)(=O)c1ccccc1)NCCSc1nc2ccccc2s1	-4	0	0	3	2	-21	-2.5	57	53	.
COC(=O)C1=C(CSCc2ccccc2)NC(=O)NC1c1cc(C)ccc1C (stereo not given)	-24	7	-11	3	5	-4	-3.4	74	74	.
Cc1ccccc1/C=N/NC(=O)Cn1nnc(N)n1	-23	-6	.	5	0	2	-0.9	99	102	.
Cc1c(-c2cccs2)[n+](=O)c2c(n1[O-])CCC2	9	-5	.	5	-2	-11	-0.1	104	106	-3
CCN(CC)CCCNc1oc(-c2ccc(OC)c(OC)c2)nc1C#N	-4	-7	.	45*	1	6	-1.7	93	85	1
COc1ccc(C(=O)Nc2ccc(/C(C)=N/NC(=O)c3ccccc3O)cc2)cc1OC	-8	-9	.	45*	-3	-2	-3.2	85	84	2
CCN(CC)c1nc(Oc2ccc(=O)[nH]n2)nc(N2CCOCC2)n1	-4	8	-15	4	3	0	-1.9	100	91	2
